From PubChem BioAssay
PI4K2A inh: blocks human PI4K2A kinase activity; 0.13% of 420,000 active; AID 1346378; purified PI4K2A, ADP-Glo luminescence, 1 h; hits give low values; activity change, negative = inhibition, % at 76.9 µM; in the data active means activity change below about -50%; inconclusive means mostly about -30% to -49%;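 further: -100% = wells without enzyme as full effect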
Target sequence (Q9BTU6 whole entry, looked up): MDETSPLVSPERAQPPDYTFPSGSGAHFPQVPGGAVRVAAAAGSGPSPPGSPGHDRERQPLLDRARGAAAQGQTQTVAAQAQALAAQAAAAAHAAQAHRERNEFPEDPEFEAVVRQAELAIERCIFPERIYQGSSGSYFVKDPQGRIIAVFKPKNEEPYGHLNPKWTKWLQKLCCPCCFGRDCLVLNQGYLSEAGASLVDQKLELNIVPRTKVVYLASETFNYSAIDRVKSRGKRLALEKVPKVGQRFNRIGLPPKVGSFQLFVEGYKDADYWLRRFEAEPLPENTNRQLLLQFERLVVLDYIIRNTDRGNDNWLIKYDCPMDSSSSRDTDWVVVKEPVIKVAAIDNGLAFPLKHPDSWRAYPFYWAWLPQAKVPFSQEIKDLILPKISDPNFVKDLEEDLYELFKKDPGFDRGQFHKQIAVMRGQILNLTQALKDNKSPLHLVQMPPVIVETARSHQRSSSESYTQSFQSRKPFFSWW
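In this quantitative HTS, ADP production by PI4K2A was quantified luminescently after 1 h at ambient temperature; 100 microM adenosine served as plate-quality control.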
Tb PGK inh: blocks T. brucei phosphoglycerate kinase; PGK/GAPDH coupled, Kinase-Glo luminescence, 60 min; Potency, µM (doses to about 57.5 µM), inactives show at the highest dose activity change, negative = inhibition, actives largely listed as inhibitors; 0.043% of 380,000 active; further: potency means the concentration at half of the fitted maximal effect; on the % scale 0 is the no-effect control and ±100 the full control effect; nearly all actives have a fitted effect of over 60% in size
Target sequence (P07378 whole entry, looked up): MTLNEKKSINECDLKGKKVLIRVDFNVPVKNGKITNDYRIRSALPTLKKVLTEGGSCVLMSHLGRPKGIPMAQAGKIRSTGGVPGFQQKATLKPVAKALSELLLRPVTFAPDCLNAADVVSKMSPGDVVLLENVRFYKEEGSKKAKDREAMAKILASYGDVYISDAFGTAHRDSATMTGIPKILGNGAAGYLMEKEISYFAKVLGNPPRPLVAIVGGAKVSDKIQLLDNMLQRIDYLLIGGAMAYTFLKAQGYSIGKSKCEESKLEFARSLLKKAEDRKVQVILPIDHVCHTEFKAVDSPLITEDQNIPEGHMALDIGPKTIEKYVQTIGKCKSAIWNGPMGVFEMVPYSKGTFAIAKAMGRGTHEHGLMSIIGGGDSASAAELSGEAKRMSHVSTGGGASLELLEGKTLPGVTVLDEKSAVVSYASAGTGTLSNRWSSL
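Recombinant glycosomal PGK reaction used 1,3-bisphosphoglycerate generated in-well by GAPDH (100nM final) in 100mM TEA pH 7.6, 5mM MgCl2, 0.01% Tween-20. After 60 minutes at room temperature, ATP was read by Kinase-Glo Plus luminescence end-point.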
G9a inh: blocks human histone lysine methyltransferase G9a; Q96KQ7; G9a H3K9 monomethylation, AlphaScreen, 2 h; AID 504332; 8.8% of 350,000 active; Potency, µM (doses to about 102 µM), inactives show top-dose activity, negative = inhibition, most hits filed as inhibitors; further: potency means the concentration at half of the fitted maximal effect; on the % scale 0 is the no-effect control and ±100 the full control effect; nearly all actives have a fitted effect of over 75% in size
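Compounds were preincubated with 20 nM G9a for 15 min, after which biotinylated H3K9 peptide (500 nM) and SAM (20 uM) started a 2 h room-temperature reaction. Monomethylated product was quantified by antibody-based AlphaScreen chemiluminescence.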
ERG-DNA inh: blocks human ERG Ets domain binding to DNA. P11308. fluorescence polarization, His-ERG Ets domain / labelled DNA. Potency, µM (series often up to 76.9 µM), for the others: at the highest dose FP activity, negative = inhibition, actives largely listed as inhibitors. 0.028% of 370,000 active. AID 624246; active means well fitted inhibition curve with a large enough effect in the polarisation, with a control signal flat; inconclusive means small, poorly fitted or top-dose-only effect, or effect the other way, or a change in a side signal; inactive means no such curve, though single readings can be large or run the other way; the % refers to the polarisation;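 further: polarization taken with two DNA probes labelled with fluorescein and Texas red; potency means the concentration at half of the fitted maximal effect; % of control where 0% means no effect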
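His-tagged ERG Ets domain (1 uM in the protein solution; 300mM KCl, 50mM Tris-HCl, 1mM EDTA, 1mM DTT, pH 7.5) received compound, then a probe mix of 5 nM fluorescein-DNA and 100nM Texas-615-DNA. Fluorescence polarization was read for both dyes.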
GLS inh: blocks human kidney-isoform glutaminase activity. O94925. GLS enzymatic activity, qHTS titration. Potency, µM (highest dose often 45.5 µM), for inactives: top-dose activity change, negative = inhibition, most hits filed as inhibitors. 0.21% of 410,000 active. AID 624170; further: potency means the concentration at half of the fitted maximal effect; on the % scale 0 is the no-effect control and ±100 the full control effect
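Glutamate formation by hKGA was monitored fluorometrically using coupled glutamate oxidase, HRP and Amplex Red. Substrate was added as 1 mM L-glutamine solution; incubation was 30 min at RT after an initial read.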
HP1b binding inh: inhibitors of HP1-beta chromodomain binding to methylated histone tails | P83916 | Potency, µM (highest dose often 114 µM), inactives show top-dose activity change, negative = inhibition, actives largely listed as inhibitors | AlphaScreen HP1-beta / biotin-H3K9me3 peptide binding | 0.56% of 390,000 active | AID 540317; further: potency means the concentration at half of the fitted maximal effect; nearly all actives have a fitted effect of over 70% in size; inactives centre near 23
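Compound inhibition of the preformed complex between 50 nM HP1-beta and 50 nM biotinylated H3K9me3 peptide was read by AlphaScreen. Buffer was PBS pH 7.4 with 0.01% Tween-20. Incubations ran 30 min at room temperature, with 10 ug/mL donor/acceptor beads.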
BAZ2B inh: BAZ2B (human) inhibition; AlphaScreen BAZ2B-H3K14Ac peptide displacement; Q9UIF8; 4.4% of 360,000 active; Potency, µM (doses to about 114 µM), for the others: at the highest dose activity change, negative = inhibition, actives largely listed as inhibitors; further: potency means the concentration at half of the fitted maximal effect; on the % scale 0 is the no-effect control and ±100 the full control effect; nearly all actives have a fitted effect of over 60% in size
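AlphaScreen luminescence quantifies BAZ2B engagement of H3K14Ac peptide; the protein and biotinylated peptide are both at 50 nM final, buffer PBS pH 7.4 with 0.01% Tween-20, all steps at room temperature.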
Pin1 inhibitor: blocks the human prolyl isomerase Pin1; Pin1 FP peptide displacement, HiFluor488, 10 min; 0.009% of 390,000 active; Potency, µM (series often up to 115 µM), without a hit: at the highest dose activity, negative = inhibition, hits mostly inhibitors; active means well fitted inhibition curve with a large enough effect in the polarisation, with a control signal flat, not every such curve was filed as active; inconclusive means small, poorly fitted or top-dose-only effect, or effect the other way, or a change in a side signal; inactive means no such curve, though single readings can be large or run the other way; the % refers to the polarisation; further: potency means the concentration at half of the fitted maximal effect; on the % scale 0 is the no-effect control and ±100 the full control effect
Target sequence (Q13526 whole entry, looked up): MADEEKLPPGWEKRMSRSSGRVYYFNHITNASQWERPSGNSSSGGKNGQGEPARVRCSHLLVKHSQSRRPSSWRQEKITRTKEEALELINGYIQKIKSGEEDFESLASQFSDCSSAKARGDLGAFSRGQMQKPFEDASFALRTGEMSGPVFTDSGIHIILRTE
JMJD2A Tudor: blocks the human JMJD2A Tudor domain; O75164; AlphaScreen JMJD2A-Tudor / H3K4me3 peptide binding; Potency, µM (doses to about 114 µM), inactives show top-dose activity change, negative = inhibition, actives largely listed as inhibitors; 4.4% of 390,000 active; further: potency means the concentration at half of the fitted maximal effect; on the % scale 0 is the no-effect control and ±100 the full control effect; nearly all actives have a fitted effect of over 50% in size
* = called active by the depositor; i = inactive; ? = inconclusive; nt = not tested or not shown; & = joins results of further samples; [ ] = dose if it differs, or a comment. Unless noted, the call rests on the fitted dose curve; in most records, active means well fitted curve in the direction sought with a large enough effect; inconclusive means small, poorly fitted or top-dose-only effect, or another doubt; inactive means no such curve, though single readings can be large; an effect the other way counts as inactive or inconclusive.

SMILES	PI4K2A inh	Tb PGK inh	G9a inh	ERG-DNA inh	GLS inh	HP1b binding inh	BAZ2B inh	Pin1 inhibitor	JMJD2A Tudor
CC(=O)c1cc(NC(=O)c2ccc([N+](=O)[O-])cc2)c(=O)oc1C	3	-6%	22µM*	-3%	1%	30%	-23%	4%	9%
Cc1nnc2sc(SCC(=O)Nc3nccs3)nn2c1=O	-3	1%	40%[59 µM]	4%	-2%	54%[activator]	8%	-1%	-13%
CCOC(=O)c1c(NC(=O)c2cccc([N+](=O)[O-])c2C(=O)O)sc2c1CCCC2	-1	0%	21%	-5%	73%[activator]	57%[activator]	4%	-1%	-26%
O=C(CSc1nc2ccccc2n1-c1ccccc1)NCC1CCCO1 (stereo not drawn)	13	-1%	-4%[59 µM]	-5%	5%	18%	18%	2%	-5%
O=c1ccc(-c2nc3cc(Cl)ccc3n2Cc2ccccc2)c[nH]1	1	2%	0%	3%	-2%	24%	-1%	0%	-15%
CC(C)=CC(=O)OCC(=O)NC1CCCc2ccccc21 (stereo not drawn)	-6	i	2%	3%	1%	11%	-7%	6%	-9%
NS(=O)(=O)c1ccc(NC(=S)Nc2cc(Cl)c(Cl)cc2Cl)cc1	-6	-1%	20%[59 µM]	1%	-5%	21%	0%	0%	-5%
CC12CCC(O)CC1=CCC1C2CCC2(C)C3=NN=CC3CC12 (stereo not drawn)	-6	-5%	nt	2%	2%	22%[57 µM]	nt	4%	-8%
Cn1c(SCC(=O)Nc2ccc3c(c2)OCCO3)nnc1C1CC1	4	-6%	0%	7%	-18%	17%	-5%	-1%	-9%
O=C(NCCSc1ncc(-c2ccc(F)cc2)[nH]1)c1ccco1	0	3%	50µM*	-2%	-24%	19%	-9%	0%	-8%
Cc1cccc(CS(=O)(=O)Cc2ccc(C(=O)NCc3cccnc3)o2)c1	3	3%	-2%[12.7 µM]	-2%	-5%	25%	-13%	-12%	4%
Cc1ccc(NC(=O)C(=O)c2cn(CC(=O)N3CCCCC3)c3ccccc23)cc1	3	-1%	23%[59 µM]	0%	-2%	14%	-10%	5%	-22%
Cc1onc(-c2ccccc2)c1C(=O)NCCc1ccc(S(N)(=O)=O)cc1	-3	11%	-41%[2.33 µM]	-9%	3%	0%	8%	2%	-8%
CC(Cl)C(=O)Nc1ccccc1C#N (stereo not drawn)	-4	i	11%[59 µM]	-9%	-10%	31%	8%	0%	-8%
CCOC(=O)c1cc(OC(=O)c2cccc(C)c2)n(-c2ccccc2)n1	0	-2%	28%[59 µM]	3%	39%[activator]	59%[activator]	5%	1%	2%
Cc1ccc(C)c(CN2C(=O)C3CCCN3c3ccc(C#N)cc32)c1 (stereo not drawn)	2	-5%	?	-4%	nt	45%[activator]	1%	38%[activator]	5%
COc1ccc(NC(C)=O)cc1NC(C)C(=O)Nc1cc(C(F)(F)F)ccc1N1CCOCC1 (stereo not drawn)	-4	i	-15%	-6%	-11%	0%	-39%	?	-28%
c1ccc(-c2cc3c(NCC4COc5ccccc5O4)ncnc3s2)cc1 (stereo not drawn)	-1	-10%	20%[59 µM]	8%	14%	51%[activator]	5%	53%[activator]	-13%
CC(C)(C)N(Cc1cc2ccccc2[nH]c1=O)C(=O)c1cccc([N+](=O)[O-])c1	2	-1%	10%	2%	4%	11%	-4%	-2%	-11%
CCN1CC2=C(OC(N)=C(C#N)C2c2ccccc2)/C(=C\c2ccccc2)C1 (stereo not drawn)	4	-4%	-13%[59 µM]	5%	35%[activator]	-23%	?	-2%	-33%
Cc1cc(C)cc(-n2c(SCC(N)=O)nc3c([nH]c4ccccc43)c2=O)c1	1	-7%	3%[59 µM]	-1%	1%	22%[57 µM]	-13%	-2%	-16%
COc1ccc(Cl)cc1NC(=O)CNc1ccccc1F	-3	-4%	79µM*	8%	-1%	62%[activator]	10%	0%	-12%
COc1ccc(NC(=O)C(C)SCc2ccccc2)cc1 (stereo not drawn)	-1	-11%	nt	2%	-8%	10%	-10%	-11%	-20%
CCN(CC(=O)Nc1c(F)cccc1F)C(=O)C1Cc2ccccc2CN1S(=O)(=O)CC (stereo not drawn)	0	-4%	-18%[12.7 µM]	9%	-3%	26%	12%	1%	0%
CCOc1ccc(CN(CC)C(=O)Cc2c[nH]c3ccccc23)cc1OC	1	-3%	3%	4%	4%	0%	-22%	-3%	-18%
N#Cc1ccccc1NC(=O)Nc1ccc(Cl)cc1	-5	2%	-23%[59 µM]	1%	-2%	15%	-7%	3%	-2%
COC(=O)c1cc([N+](=O)[O-])c(-n2ccnc2)c([N+](=O)[O-])c1	2	i	-17%	8%	2%	35%	-6%	-9%	-14%
O=C(NCc1ccc(Cl)cc1)N1CCOCC1	2	-7%	53%[activator]	-9%	-21%	43%[activator]	1%	0%	0%
O=C1[C@H](Cc2ccccc2)NCC=CC[C@@H](c2ccco2)N1Cc1ccccc1	1	-1%	nt	8%	1%	12%	nt	0%	-28%
Cc1nc(-c2ccc(Cl)cc2)sc1C(=O)NNC(=O)C(C)C	1	-4%	-1%	3%	16%	35%	-12%	-4%	-2%
Cc1cccc(/C=C2\Sc3ccc(C(=O)NCC4CCCO4)cc3N(C)C2=O)c1 (stereo not drawn)	-1	-2%	-3%	2%	-1%	9%	?	?	-20%
Cc1ccc(S(=O)(=O)N(C)c2ccc(OC(=O)c3ccc(N4CCCC4=O)cc3)cc2)cc1	-8	1%	nt	-2%	-2%	32%	-10%	-6%	-12%
COc1ccc(N2CCN(C(=O)c3cc4c(=O)n(Cc5cccnc5)ccc4nc3C)CC2)cc1	-4	i	-3%[59 µM]	11%	26%	6%	-20%	?	-27%
O=C(NC1CCS(=O)(=O)C1)C1CCCN(S(=O)(=O)c2ccc(Cl)cc2)C1 (stereo not drawn)	0	-14%	-2%[59 µM]	4%	6%	42%[activator]	6%	-7%	18%[57.1 µM]
Cc1ccc(N(CC(O)CN2CCCC2)S(=O)(=O)c2ccc(C)cc2)cc1 (stereo not drawn)	1	4%	-11%[12.7 µM]	10%	1%	25%	-11%	-2%	-7%
CCc1ccc(NC(=O)Cc2ccc(-n3cccc3)cc2)cc1	-2	-2%	-13%	-2%	2%	22%	0%	13%	-13%[57.1 µM]
CCOC(=O)c1[nH]c(C)c(C(=O)OCCN2C(=O)c3ccccc3C2=O)c1C	-2	1%	-33%	-20%	3%	30%	-7%	10%	-10%
Cc1nnc(-c2cccc(Br)c2)c2cn(-c3ccccc3Cl)nc12	0	-5%	13%[12.7 µM]	-1%	5%	11%	-14%	1%	-36%
COc1cc(/C=N/n2c(-c3cc(C)[nH]n3)n[nH]c2=S)cc(OC)c1O	-2	i	5µM*	2%	?	?	?	-1%	3.5µM*
CC1(c2ccccc2)NC(=O)N(CC(=O)N2CCN(S(=O)(=O)c3c(F)cccc3F)CC2)C1=O (stereo not drawn)	6	-1%	nt	-1%	0%	12%[57 µM]	nt	?	-14%
CCC(C)NC(=O)c1nn(C)c(=O)c2ccccc12 (stereo not drawn)	-4	-4%	-1%	5%	-2%	38%[activator]	-8%	-3%	-9%
O=C(Nc1ccc2nsnc2c1)C1CC1	-3	-8%	10%	1%	0%	32%	-5%	0%	-1%
NNC(=O)c1ccncc1	-1&-1	-10%	-25%[21.5 µM]	10%	30%&38%	-6%	?	2%	-17%
NC(=O)CSc1nnc(-c2ccc(S(=O)(=O)N3CCOCC3)cc2)n1CC1CCCO1 (stereo not drawn)	-1	i	-4%[59 µM]	2%	-10%	19%	20%	-6%	-15%
Oc1[nH]c2ccccc2c1N=Nc1cccc(Cl)c1	-1	-1%	-17%[2.33 µM]	16%	-1%	61%[activator]	-9%	?	-24%
O=C(c1cc(Br)c(Br)s1)N1CCOCC1	-2	i	1%[12.7 µM]	-5%	2%	22%	7%	-1%	-8%
CC(OC(=O)C1CCN(S(=O)(=O)c2ccccc2)CC1)C(=O)Nc1ncc(Cl)cc1Cl (stereo not drawn)	3	i	-32%[12.7 µM]	-2%	1%	71%[activator]	-8%	0%	-7%[57.1 µM]
CCOC(=O)C1CCN(C(=O)c2sc3ncnc(N4CCC(C)CC4)c3c2C)CC1	2	0%	20%[59 µM]	-4%	7%	23%	7%	-4%	-17%
COc1cc(NC(=O)c2cc(-c3cccs3)on2)c(OC)cc1Cl	3	7%	10%[59 µM]	-1%	-4%	11%	0%	2%	-13%
COc1ccccc1CNC(=O)C(NS(=O)(=O)c1ccc2c(c1)OCCO2)C(C)C (stereo not drawn)	4	-3%	3%	0%	2%	?	2%	16%	?
COc1cc(/C=C(\C#N)C(=O)Nc2cccc(C(=O)O)c2)ccc1OCc1ccc(F)cc1	-3	-15%	?	-3%	-5%	26%	-29%	-19%	-29%
CC(=O)Nc1ccc(S(=O)(=O)C(C#N)c2nc3ccccc3nc2NCCCO)cc1 (stereo not drawn)	2	i	3%	12%	3%	19%	-10%	?	-4%

Shown as comma-separated lines: part of the list above
smiles,PI4K2A inh,Tb PGK inh,G9a inh,ERG-DNA inh,GLS inh,HP1b binding inh,BAZ2B inh,Pin1 inhibitor,JMJD2A Tudor
O=C(Nc1ccc2nsnc2c1)C1CC1,-3,-8%,10%,1%,0%,32%,-5%,0%,-1%
NNC(=O)c1ccncc1,-1&-1,-10%,-25%[21.5 µM],10%,30%&38%,-6%,?,2%,-17%
NC(=O)CSc1nnc(-c2ccc(S(=O)(=O)N3CCOCC3)cc2)n1CC1CCCO1 (stereo not drawn),-1,i,-4%[59 µM],2%,-10%,19%,20%,-6%,-15%
